Assay outcomes: PubChem, several laboratories
TRAIL sens C8 = caspase-8 TRAIL sensitization. NB7+C8 cells + TRAIL, ATPlite viability luminescence. AID 624354. inhibition (viability loss, TRAIL sensitization), % at 10 µM. 360,000 compounds, 1% hits;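 active means compounds causing at least 50% loss of cell viability in the single-dose screen, relative to plate controls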
SRC2 inh = inhibits human steroid receptor coactivator 2; Q15596; HEK293 GAL4-SRC2 luciferase reporter, luminescence; inhibition, % at 9 µM; 370,000 compounds, 0.17% hits; AID 651957;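 active means inhibition above the mean inhibition of all tested compounds plus 3 SD, set per campaign, cut at about 52% in these data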;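 further: 0% = DMSO treated cells and 100% = cells given Gossypol at 36 µM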
TLR9-MyD88 inh = blocks human TLR9 binding to MyD88; Q9NR96+Q99836; CHO BLA complementation TLR9-MyD88, CCF4 FRET ratio; inhibition, % at 4.98 µM; 340,000 compounds, 0.21% hits;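 active means inhibition above the mean over all tested compounds plus 3 SD, cut at about 21% in these data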;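 further: 0% = DMSO only wells and 100% = clavulanate BLA inhibitor control wells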
SRC3 inh = inhibits human SRC3 coactivator; HEK293 GAL4-SRC3 luciferase reporter, luminescence; inhibition, % at 3.6 µM; 360,000 compounds, 0.17% hits; AID 588352;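 active means inhibition above a per-campaign cutoff, the mean of all compounds plus 3 SD, cut at about 60% in these data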;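 further: 0% = DMSO-treated cells and 100% = gossypol-treated cells at 36 µM; higher means less SRC3-driven luciferase light from the GAL4 reporter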
NR2F2 inh = blocks human COUP-TFII nuclear receptor; P24468; HEK293T NGFI-A luciferase reporter, luminescence; inhibition, % at 8.6 µM; 370,000 compounds, 0.7% hits; AID 686940;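 active means inhibition above a per-plate cutoff, mean inhibition of test wells between control levels plus 3 SD, cut at about 38% in these data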;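 further: cells cotransfected with COUP-TFII expression vector driving the NGFI-A reporter; 0% = median of COUP-TF2 test wells and 100% = reporter-only cells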
LMP1 NFkB inh = Epstein-Barr LMP1 NF-kappaB reporter inhibition | LMP1-induced NF-kappaB luciferase reporter cells, luminescence | AID 504558 | 350,000 compounds, 0.69% hits | inhibition, % at 12.5 µM; in the data active means inhibition above about 41%;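 further: 0% = neutral control wells and 100% = reference inhibitor control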
NCOA1 inh = human NCOA1 inhibition | HEK293 GAL4-SRC1 luciferase reporter, luminescence | inhibition, % at 3.6 µM | 360,000 compounds, 0.12% hits | AID 588354;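 active means inhibition above the campaign mean plus 3 SD, with each screening campaign given its own cutoff, cut at about 60% in these data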;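 further: 0% = DMSO treated cells and 100% = gossypol at 36 µM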
NOD2 RIPK2 PPI = blocks binding of human NOD2 to RIPK2 | CHO BLA complementation NOD2-RIPK2, CCF4 ratio | inhibition, % at 4.98 µM | 360,000 compounds, 0.38% hits; in the data active means inhibition above about 21%;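 further: 0% = vehicle only and 100% = reference blocker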
Target sequence (O43353 whole entry, looked up): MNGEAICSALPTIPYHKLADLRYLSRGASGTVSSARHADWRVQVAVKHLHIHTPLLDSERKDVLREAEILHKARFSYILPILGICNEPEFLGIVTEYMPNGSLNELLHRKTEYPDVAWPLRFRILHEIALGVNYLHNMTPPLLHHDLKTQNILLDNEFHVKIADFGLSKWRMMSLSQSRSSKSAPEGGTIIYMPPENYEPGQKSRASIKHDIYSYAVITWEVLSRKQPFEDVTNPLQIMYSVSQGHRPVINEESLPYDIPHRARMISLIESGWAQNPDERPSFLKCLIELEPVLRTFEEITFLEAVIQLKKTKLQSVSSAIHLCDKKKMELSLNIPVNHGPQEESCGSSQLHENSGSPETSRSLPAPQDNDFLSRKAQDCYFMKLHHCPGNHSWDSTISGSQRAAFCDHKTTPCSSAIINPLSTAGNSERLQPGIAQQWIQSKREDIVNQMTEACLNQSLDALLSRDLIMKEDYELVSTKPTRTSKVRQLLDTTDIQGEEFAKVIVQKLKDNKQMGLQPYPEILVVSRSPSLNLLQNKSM
TWEAK-Fn14 inh = TWEAK-Fn14 signaling inhibition. 360,000 compounds, 2% hits. TWEAK-stimulated Fn14 reporter cells, luciferase luminescence, 8 h. inhibition, % at 10 µM; in the data active means inhibition above about 50%
LRH-1 inv ag = inverse agonists of human LRH-1 (NR5A2) | HEK293T StAR-luciferase reporter, LRH-1 transfected, 24 h | inhibition, % at 3.6 µM | 360,000 compounds, 0.13% hits | AID 602396;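 active means inhibition above the mean inhibition of all tested compounds plus 3 SD, cut at about 73% in these data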;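 further: 0% = DMSO wells and 100% = reporter-only cells lacking LRH-1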
Target sequence (O00482 whole entry, looked up): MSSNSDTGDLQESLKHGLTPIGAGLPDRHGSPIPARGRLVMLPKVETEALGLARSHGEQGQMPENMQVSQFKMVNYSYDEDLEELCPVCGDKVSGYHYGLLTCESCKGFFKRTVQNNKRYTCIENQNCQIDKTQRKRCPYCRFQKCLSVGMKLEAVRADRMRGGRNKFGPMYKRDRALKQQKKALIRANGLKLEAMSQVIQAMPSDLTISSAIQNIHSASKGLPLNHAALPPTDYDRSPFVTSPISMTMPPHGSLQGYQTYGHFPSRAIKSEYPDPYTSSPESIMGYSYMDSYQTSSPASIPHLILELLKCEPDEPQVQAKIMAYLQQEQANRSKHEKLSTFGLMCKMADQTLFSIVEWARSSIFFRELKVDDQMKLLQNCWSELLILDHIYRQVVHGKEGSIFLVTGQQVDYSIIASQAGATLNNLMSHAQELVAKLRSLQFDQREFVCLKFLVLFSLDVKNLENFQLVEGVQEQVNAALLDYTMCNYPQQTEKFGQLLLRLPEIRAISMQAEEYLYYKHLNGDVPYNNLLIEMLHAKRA
TROY NFkB inh = blocks TROY-dependent signaling in reporter cells; inhibition, % at 10 µM; Q293 LMP1-TROYcd NF-kB luciferase reporter, 4 h; 360,000 compounds, 0.98% hits; AID 1347056;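 active means compounds whose plate-normalised and pattern-corrected inhibition of the luciferase reporter signal at the single screening dose is 50% or more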
Numbers without * were called inactive; . = no result given.

SMILES	TRAIL sens C8	SRC2 inh	TLR9-MyD88 inh	SRC3 inh	NR2F2 inh	LMP1 NFkB inh	NCOA1 inh	NOD2 RIPK2 PPI	TWEAK-Fn14 inh	LRH-1 inv ag	TROY NFkB inh
COC1OC(CO)C(N=C(C)C)C1O (configuration not stated)	-11	-14	-6	-4	-1	5	7	-12	9	0	-2
O=C(Cn1nnc(-c2cc(C(F)(F)F)cc(C(F)(F)F)c2)n1)NNC(=S)Nc1ccc(Cl)cc1	-9	-24	0	6	-5	3	6	-4	10	-18	18
NNC(=O)CS(=O)(=O)CS(=O)(=O)CC(=O)NN	-3	-1	-4	6	7	-7	-12	0	12	8	-6
c1ccc2cc(CN3CCOCC3)ccc2c1	3	3	2	11	-8	0	-11	2	10	-2	-12
O=C(COC(=O)COc1ccccc1F)NC1CC1	-2	22	-1	9	-13	-8	-6	-9	5	-4	-1
CN(C)CCCNc1nc2cc(-c3ccsc3)sc2c(=O)n1C	4	15	.	7	-23	.	4	-15	-34	4	2
O=C1Nc2ccc(F)cc2C12OCCO2	3	-2	5	1	-4	2	5	-13	13	6	-11
COc1ccc(CNC(=O)CN(c2cccc(OC)c2)S(C)(=O)=O)cc1	-6	5	-16	-2	4	-3	-6	-5	-2	-1	-4
CCSc1nnc(NC(=O)COc2ccccc2)s1	-2	-26	0	11	-10	0	-4	-2	-29	-12	-21
COc1ccc(C2CC(c3ccccc3)=NN2C(=O)COC(=O)CNC(=O)c2ccccc2)cc1 (configuration not stated)	5	-17	-8	-27	-5	-2	-47	-16	15	10	-6
Cc1ccc(S(=O)(=O)NN2C(=O)/C(=C/c3ccccn3)SC2=S)cc1	-17	-6	-4	-3	-1	11	-2	-7	-3	-15	-12
CNC(=O)c1cc(S(=O)(=O)NCc2ccncc2)ccc1OC	-26	-33	1	0	13	-2	0	-6	-1	15	0
Cc1cc(CNC(=O)COc2ccc(F)cc2F)c2ccccc2n1	11	9	-1	6	27	-2	3	-10	4	-4	4
CCc1nc2ccc(C(=O)N(C)Cc3ccccc3)cn2c1N(CC)Cc1cccc(Br)c1	4	1	.	3	22	.	1	3	21	-13	18
N#Cc1cc2c(nc1SCc1ccccc1)CCCCC2	13	8	12	-9	-10	4	-20	4	-8	-14	-45
Cc1onc(-c2ccccc2)c1C(=O)NCc1ccco1	2	11	-2	17	12	-2	-3	2	9	-6	7
O=C(NC1CCCN(CCc2ccccc2)C1)C1CCCC1 (configuration not stated)	-6	-6	5	-1	-1	-5	15	5	-6	2	-9
COc1ccc(C=Nc2cccc3ncccc23)cc1	1	-16	-6	0	-9	0	9	2	-6	9	-9
COc1cccc(OC)c1OCCCOc1cccc2cccnc12	13	-38	-17	-25	-19	-12	-46	7	-29	-106	-89
O=S1(=O)CC(N2CC=CC2)CN1Cc1ccccc1 (configuration not stated)	23	-10	.	13	0	.	10	-8	-6	7	-6
COc1cccc(N2CCN(C(=O)c3cccc(NC(=O)C4=C(C)OCCS4)c3)CC2)c1	-18	25	-3	11	3	12	12	-9	-6	2	-7
Clc1ccc2nc(CSc3nnc4ccccn34)cn2c1	-15	-22	-1	-70	-44	4	-107	-7	39	-157	-55
COc1ccc(-n2nc3c(N4CCC(C(=O)NCc5ccco5)CC4)nnc(C)c3c2C)cc1	-2	.	-2	19	.	3	13	-16	5	5	34
O=C(Nc1ccc(Oc2ccccc2)nc1)C1CCN(Cc2cccc(F)c2)CC1	22	-6	0	8	10	7	-25	2	-2	0	18
CC(C)CN(C(=O)CSc1nnc2ccccn12)c1c(N)n(CC(C)C)c(=O)[nH]c1=O	12	14	-1	0	-6	4	13	-16	18	9	19

An excerpt from further up:
SMILES	TRAIL sens C8	SRC2 inh	TLR9-MyD88 inh	SRC3 inh	NR2F2 inh	LMP1 NFkB inh	NCOA1 inh	NOD2 RIPK2 PPI	TWEAK-Fn14 inh	LRH-1 inv ag	TROY NFkB inh
COc1ccc(-n2nc3c(N4CCC(C(=O)NCc5ccco5)CC4)nnc(C)c3c2C)cc1	-2	.	-2	19	.	3	13	-16	5	5	34
O=C(Nc1ccc(Oc2ccccc2)nc1)C1CCN(Cc2cccc(F)c2)CC1	22	-6	0	8	10	7	-25	2	-2	0	18
CC(C)CN(C(=O)CSc1nnc2ccccn12)c1c(N)n(CC(C)C)c(=O)[nH]c1=O	12	14	-1	0	-6	4	13	-16	18	9	19

Carrying on.
SMILES	TRAIL sens C8	SRC2 inh	TLR9-MyD88 inh	SRC3 inh	NR2F2 inh	LMP1 NFkB inh	NCOA1 inh	NOD2 RIPK2 PPI	TWEAK-Fn14 inh	LRH-1 inv ag	TROY NFkB inh
CC(=O)Nc1cccc(NC(=O)c2ccc3c(c2)CCN3S(C)(=O)=O)c1	-6	-16	4	14	-21	1	7	-4	4	1	1
COc1cc2c(C(=O)NCCCN3CCN(c4cccc(Cl)c4)CC3)cn(C)c(=O)c2cc1OC	-6	1	2	-5	-5	4	-25	2	2	0	2
COc1ccccc1NC(=S)N(Cc1ccc(C)cc1)Cc1ccccn1	-4	5	-6	-1	-7	0	2	5	-3	11	8
COc1cc(C2NC(=O)NC(C)=C2C(C)=O)ccc1O (configuration not stated)	7	-27	-2	3	0	-6	10	3	20	2	2
O=C(Nc1ccc(-n2cc(Br)cn2)cc1)c1ccncc1	25	-3	8	7	-6	-9	-11	-28	-40	-2	-6
O=C1CCC(Cc2ccccc2)N1 (configuration not stated)	-17	-2	6	4	7	-4	2	-14	16	-22	14
COc1ccc(N(CC(=O)NCc2ccc(Cl)cc2)S(=O)(=O)c2c(C)n[nH]c2C)cc1	-8	4	9	-10	-19	-1	-1	-1	-5	-11	-1
CN(CC(=O)Nc1cccc2ccccc12)C(=O)/C=C/c1cccs1	17	5	-2	5	-4	-9	12	-5	-6	-15	-49
CC(C)C(O)(CC#CCN1CCCC1)c1ccccc1 (configuration not stated)	3	-13	-12	8	-6	-9	-35	11	0	-13	-5
CCN(CC)c1ccc(NC(=O)C2CCCC2)cc1	7	-36	0	-22	-10	-6	-12	3	-7	-28	-28
CCOC(=O)C1=C(c2ccccc2)NC(=O)NC1c1ccc(O)c(Cl)c1 (configuration not stated)	-12	5	-8	5	7	-6	-3	4	73*	7	8
CCN(CC)Cc1cc(NC2=NS(=O)(=O)c3ccccc32)ccc1OC(=O)C(C)C	-2	-14	-1	7	13	-5	-9	-6	-8	4	11
CCC(c1nnc(SCC(=O)Nc2cc(Cl)ccc2C#N)n1C1CCCCC1)N(C)C (configuration not stated)	0	-18	-4	8	2	-1	-11	-11	0	27	-13
O=[N+]([O-])c1ccc(N2CCN(c3ccccn3)CC2)c(Cl)c1	7	-39	-2	-20	-22	-11	-30	-1	-39	-46	-25
Cc1ccc(CC2(C)C(=O)Nc3ccc(OC(F)(F)F)cc32)cc1 (configuration not stated)	8	2	.	-8	5	.	4	0	4	7	14
CCc1nc2ccc(C(=O)NCCC(C)C)cn2c1N(CCN(C)C)CC1CC1	17	-23	.	2	14	.	-13	-5	-3	-3	-17
O=C1NC2=C(C(=O)OC2)C(c2ccc(OC(F)(F)F)cc2)N1 (configuration not stated)	-4	20	8	-2	3	-3	-6	0	-20	-3	-15
COc1ccccc1NC(=S)NCCc1ccc(F)cc1	-3	8	-1	21	13	7	0	-3	-6	2	-4
COc1cc(OC)c(C2=NOC(C(=O)Nc3c(C)nn(CC(=O)N4CCCC4)c3C)C2)cc1Cl (configuration not stated)	2	17	-2	20	-19	-7	9	-9	-14	-26	-1
COC(=O)C1=CN(c2ccc(N3CCOCC3)cc2)C(N)=C(C#N)C1c1ccc(-c2ccccc2)cc1 (configuration not stated)	-10	-20	.	.	5	.	.	-12	.	-17	.
CNC(=O)Cc1csc2ccc(C)cc12	-13	-7	-6	7	-6	-7	-15	-5	-8	-2	-20
O=C(Cn1c(NCCO)nc2ccccc21)NCCc1ccccc1	3	-5	0	-15	10	-2	-18	-2	4	-1	17
COc1ccc(C(=O)N/C(=C\c2ccc(-c3cccc([N+](=O)[O-])c3)o2)C(=O)NCCCN2CCOCC2)cc1	14	-10	-3	-6	0	5	13	3	-48	-2	-8
CCOC(=O)CCNC(=O)CCc1nnc(CCCc2ccccc2)o1	-5	-12	2	-46	-20	-7	-7	-13	-10	-19	-47
Cc1noc(C)c1C(=O)OC(C)C(=O)c1ccc(C(C)(C)C)cc1 (configuration not stated)	-8	-9	-5	-7	-21	-2	2	9	-2	-34	-4

Later entries
SMILES	TRAIL sens C8	SRC2 inh	TLR9-MyD88 inh	SRC3 inh	NR2F2 inh	LMP1 NFkB inh	NCOA1 inh	NOD2 RIPK2 PPI	TWEAK-Fn14 inh	LRH-1 inv ag	TROY NFkB inh
O=S1c2ccccc2Sc2ccccc21	6	-15	4	7	-14	5	-3	-3	5	-6	-5
COCC(=O)n1nc(-c2ccc(Cl)cc2)nc1NCc1ccc(F)cc1	-4	-37	-7	-34	-33	-13	-26	-3	16	-38	-59
Cc1ccc(S(=O)(=O)N2C[C@]3(O)C[C@@H]4C(=O)N(c5ccccc5)C(=O)[C@@H]4C[C@]3(OC(=O)NCc3ccccc3)C2)cc1	5	2	-4	-27	4	6	-20	-4	-34	-2	-11
Cc1ccc(S(=O)(=O)N(CC(=O)N/N=C/c2ccco2)c2cc(Cl)cc(Cl)c2)cc1	20	-8	-6	8	9	4	-4	4	23	-7	-12
CSCCC(NC(N)=O)C(=O)NCC1CCCCC1 (configuration not stated)	-11	4	-2	1	-7	0	-9	0	13	-2	-6
O=C(Nc1ccc([N+](=O)[O-])cc1)/C(=C/c1cccc([N+](=O)[O-])c1)NC(=O)C1CCCCC1	-20	2	-5	1	15	10	5	3	-8	-11	0
CCn1cc(C(=O)NCCCN2CCN(C)CC2)c(=O)c2cc(S(=O)(=O)N3CCc4ccccc4C3)ccc21	-7	0	6	21	-12	6	19	-1	2	-1	-19
Cc1onc(-c2ccccc2Cl)c1C(=O)Nc1ncn[nH]1	-6	13	-5	0	13	7	2	-1	-7	9	5
COC(=O)c1cccnc1-n1c(=O)c2cccnc2n(Cc2cccc(C(F)(F)F)c2)c1=O	-5	22	0	13	14	8	-2	-2	0	4	0
S=C1N(c2ccccc2)C(c2ccccc2)N2CCCN12 (configuration not stated)	-22	8	4	6	2	1	-30	5	-1	0	-48
COC(=O)C1CCN(C(=O)Cc2ccccc2OC)CC1	-4	7	1	14	21	-13	-1	6	9	13	-1
CS(=O)(=O)Nc1ccc(C(=O)NCCc2ccccc2)cc1	-3	-15	-9	-40	-26	-23	-70	13	-18	-110	-44
CCC(=O)Nc1c2c(nn1-c1ccc([N+](=O)[O-])cc1)CS(=O)(=O)C2	5	3	1	6	4	1	-49	4	10	12	9
CC(C)=NNc1nc(-c2ccccc2)cs1	-3	-36	-3	2	-9	-30	-24	3	-12	7	-10
Cc1cccc(NS(=O)(=O)c2cnc[nH]2)c1	-6	-13	-8	10	16	5	-3	-8	1	6	5
O=C1c2ccccc2C(=O)N1CCCOCc1c[nH]c(=O)[nH]c1=O	-4	-18	-4	8	-5	-3	4	-13	-3	11	1
O=C(O)c1ccc(NC(=O)c2ccc(Cl)cc2)c(NC(=O)c2ccc(Cl)cc2)c1	8	18	-2	-16	-12	1	-3	-8	-16	-3	-5
CC(=O)N(CCP(=O)(c1ccccc1)c1ccccc1)Cc1ccco1	-12	-3	-1	4	0	-4	-8	-1	-7	2	-17
Oc1cccc2c(NC(=S)Nc3ccc(SC(F)F)cc3)cccc12	6	41	3	19	37	-3	16	3	60*	-3	64*

The list is partial (hit frequency here may not be typical).
